Rac1 GTP hydrolysis: MgcRacGAP GTPase-activating activity inhibitors, confirmation, biochemical, ADP Hunter fluorescence | MgcRacGAP-stimulated Rac1 GTP hydrolysis, ADP Hunter fluorescence; higher % means a stronger effect; GST-tagged Rac1 F28L mutant substrate | inhibition, % at 30 µM, or IC50 in µM where a hit was titrated | 0.6% of 340,000 active | AID 624330;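 active = first-screen hits whose inhibition reached a set limit at any dose in the follow-up dose series; inconclusive = inhibition above the set first-screen limit but never retested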;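 also: fluorescence reports GDP produced by GAP-driven GTP hydrolysis; strong numbers were not always called active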
NTR1 ag: NTR1-driven beta-arrestin-GFP spot formation – imaging, U2OS cells, high content, primary screen (AID 493036); P30989; agonist mode; activation, % at 20 µM; 0.17% of 330,000 active;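 active = activation at or above 40% of the spot to cytoplasm intensity ratio, with at least 20 cells analyzed; inconclusive = wells under 20 cells, flagged as cytotoxic or low count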;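 also: 0% = DMSO without peptide and 100% = 100 nM NTR1 peptide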
Target sequence (P30989 whole entry, looked up): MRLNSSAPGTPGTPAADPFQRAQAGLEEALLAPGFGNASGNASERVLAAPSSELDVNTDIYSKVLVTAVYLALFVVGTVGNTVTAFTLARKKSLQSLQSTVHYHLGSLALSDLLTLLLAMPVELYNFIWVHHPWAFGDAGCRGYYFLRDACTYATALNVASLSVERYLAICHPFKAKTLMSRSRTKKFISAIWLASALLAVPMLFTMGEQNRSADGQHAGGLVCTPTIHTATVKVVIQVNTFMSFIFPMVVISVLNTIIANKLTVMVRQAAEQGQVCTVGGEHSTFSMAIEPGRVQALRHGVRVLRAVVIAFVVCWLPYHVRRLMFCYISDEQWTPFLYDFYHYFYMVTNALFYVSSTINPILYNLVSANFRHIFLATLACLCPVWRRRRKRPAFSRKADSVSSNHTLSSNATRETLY
GPR55 LPI antagonism: inhibition of LPI-stimulated GPR55 beta-arrestin translocation – imaging, U2OS, beta-arrestin-GFP, LPI agonist, primary screen (AID 2013); U2OS GPR55 beta-arrestin-GFP translocation imaging, LPI antagonism; higher % means a stronger effect; inhibition, % at 10 µM, or IC50 in µM where a hit was titrated; 0.13% of 290,000 active;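 active = spots per cell inhibited over 60%, with over 100 cells counted and total cytoplasm intensity under 500,000; inconclusive = wells with under 100 cells, flagged as likely toxic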;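 also: U2OS cells stably carrying GPR55 and arrestin-GFP stimulated by 5 µM LPI near EC80; imaged beta-arrestin-GFP aggregate spots per cell after agonist stimulation; plate controls were LPI-stimulated DMSO wells for no effect and DMSO wells without LPI for full effect; some results filed as inactive read as strong as hits; confirmed hits need IC50 under 10 µM and bright autofluorescent wells are also inconclusive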
SV40 large T antigen: SV40 large T antigen inhibitors, biochemical (AID 1903); 0.39% of 310,000 active; SV40 large T antigen ATPase/helicase inhibition assay; higher % means a stronger effect; one-dose inhibition, % at 20 µM; IC50 in µM for titrated hits; in the data active = a potency from the dose series; inconclusive = inhibition mostly from about 32% at the one dose, without a potency; inactive = the rest, 99 in 100 with inhibition below about 32%; also: strong numbers were not always called active
GPR35 arrestin U2OS: inhibition of zaprinast-stimulated GPR35 beta-arrestin translocation – imaging, U2OS, beta-arrestin-GFP, zaprinast agonist, primary screen (AID 2058); U2OS GPR35 beta-arrestin-GFP translocation imaging, zaprinast antagonism; higher % means a stronger effect; inhibition, % at 10 µM; hits with a dose series show IC50 in µM; 0.052% of 290,000 active;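 active = inhibition of at least 50% with at least 30 cells and total cytoplasm GFP at most 10,000,000; inconclusive = under 30 cells or total GFP of 10,000,000 plus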
Yfh1-depleted yeast: enhancers of respiration in Yfh1-depleted yeast, dose response, Friedreich's ataxia, plus single-dose screen (AID 1465); fold induction at 50 µM; hits with a dose series show EC50 in µM; S. cerevisiae Yfh1-off respiration, WST-1 reduction, 72 h; higher fold induction means a stronger effect; 0.074% of 220,000 active;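 active = fold induction of absorbance versus untreated yeast above a set limit, then at least 30% activation at any dose in follow-up; inconclusive = repeats straddling the limit, or above it without dose testing; inactive = fold induction below the set limit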;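 also: activators that raise dye reduction in frataxin-depleted yeast; strong numbers were not always called active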
AID2073: disruptors of CaV2.2 binding to Mint1 – biochemical, HTRF (AID 2073) | HTRF protein-protein interaction, Mint1-CaV2.2; higher % means a stronger effect | inhibition, % at 20 µM, or IC50 in µM where a hit was titrated | 0.19% of 290,000 active; in the data active = inhibition mostly above about 51%, no sharp cut-off; inconclusive = no clear call, values can overlap the other calls; inactive = mostly below about 53%; also: some results filed as inactive read as strong as hits
Dengue-2 NS5 capping: Dengue-2 NS5 methyltransferase inhibitors, primary screen, biochemical, confirmation dose response (AID 588689); Dengue-2 NS5 methyltransferase capping enzyme assay, biochemical; higher % means a stronger effect; 0.3% of 340,000 active; inhibition, % at 25 µM; hits with a dose series show IC50 in µM; in the data active = a potency from the dose series; inconclusive = inhibition above about 29% without an active follow-up result
GPR55 beta-arrestin: selective activators of receptor GPR55 – imaging, U2OS cells, beta-arrestin-GFP redistribution, primary screen (AID 1961) | activation, % at 10 µM; hits with a dose series show EC50 in µM | U2OS GPR55 beta-arrestin-GFP redistribution imaging; higher % means a stronger effect | 0.048% of 290,000 active;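 active = activation above 40% with more than 50 cells counted in the well; inconclusive = wells holding fewer than 50 cells, flagged as toxic or sparse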;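 also: U2OS osteosarcoma cells stably expressing GPR55 and beta-arrestin-GFP; plate controls were DMSO negative control for no effect and LPI positive control for full effect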
NTR1 ag cell count 20 µM: second read-out of NTR1 ag, no call of its own (marks repeat the call); cell count; measured here: cell count, cytotoxicity flag
Dengue-2 NS5 capping pilot replicate: further read-out of Dengue-2 NS5 capping, marked with its call; inhibition, %; measured here: pilot screen replicate inhibition
Numbers without * were called inactive; i = inactive; ? = inconclusive; . = not tested or not shown.

SMILES | Rac1 GTP hydrolysis | NTR1 ag | NTR1 ag cell count 20 µM | GPR55 LPI antagonism | SV40 large T antigen | GPR35 arrestin U2OS | Yfh1-depleted yeast | AID2073 | Dengue-2 NS5 capping | GPR55 beta-arrestin | others
CCN(CC)C(=O)CSc1nnc([C@@H](NC(=O)OC(C)(C)C)C(C)C)o1 | 2% | -4.6 | 87 | 11% | 8% | -3% | i | 6% | -12% | -0.1% | Dengue-2 NS5 capping pilot replicate=-5.2
CC(C)CCNC(=O)C(NS(=O)(=O)c1ccc2c(c1)c(=O)n(C)c(=O)n2C)c1ccccc1 (stereo unspecified) | 6% | -2.6 | 93 | -2% | -3% | -15% | . | -9% | -3% | 0.3%
Clc1ccccc1CSc1nnc([C@@H]2CCCN2)o1 | 11% | 1.4 | 64 | -6% | 7% | -10% | i | -3% | -5% | -0.3%
O=C1N(CN2CCOCC2)c2ccccc2C12OCC(CCl)O2 (stereo unspecified) | 8% | -0.4 | 60 | -9% | 24% | 5% | . | 2% | -10% | 0.0%
COc1ccc(-c2csc(NC(=O)CSc3nnc(Nc4ccccc4C)s3)n2)cc1 | 7% | -0.7 | 83 | 17% | 20% | -1% | i | 14% | -16% | -0.1%
C/C(=N\Nc1ccc(C(=O)O)cc1)c1ccc(S(=O)(=O)NCc2ccco2)cc1 | -10% | 2.3 | 50 | -1% | 11% | 16% | i | 8% | 9% | 0.2%
CC1CC(N(C(=O)c2ccc(Cl)cc2)c2ccccc2)c2ccccc2N1C(=O)c1ccco1 (stereo unspecified) | 8% | 1.7 | 60 | 11% | 2% | 7% | i | -4% | -10% | -0.1%
C/C(=N\NC(=O)CC(C)C)c1c(C(F)(F)F)[nH]n(-c2nc3ccccc3s2)c1=O | 6% | -0.5 | 58 | -9% | 10% | -3% | i | 4% | -3% | 0.0%
Cc1cccc(NC(=O)CCC(=O)N/N=C/c2ccncc2)c1 | -4% | 0.8 | 63 | 14% | 5% | 3% | i | 14% | 4% | -0.1%
CN(CCCOc1ccccc1F)Cc1ccccc1 | 23% | -0.7 | 51 | -13% | 9% | -7% | . | 8% | 1% | -0.1%
CC(C)NC(=O)CSc1c2c(nc3ccccc13)CCCC2 | 0% | 0.5 | 78 | 2% | 7% | -9% | i | -4% | . | 0.2%
CCc1ccccc1NC(=O)N1CCc2ccccc2C1 | 8% | -0.2 | 71 | -5% | 16% | -10% | . | -6% | -7% | 0.2%
CC1(C)NC(=O)N(CCOCCOc2ccccc2-c2ccccc2)C1=O | -6% | 1.4 | 51 | 14% | 27% | 22% | i | 2% | 2% | -0.8%
Cn1c(C(=O)N2CCCC(C(=O)NCCCc3ccccc3)C2)cc2sccc21 (stereo unspecified) | 8% | 0.7 | 55 | 4% | 3% | 5% | i | 6% | 1% | -0.2%
CC1CCCCC1NC(=O)c1cn(C)c2ccc(S(=O)(=O)N3CCOCC3)cc2c1=O (stereo unspecified) | 4% | 0.3 | 53 | 20% | 16% | -6% | . | 16% | 2% | -0.1%
O=C(Cc1ccccc1)NNC1CC(=O)N(c2ccc(Cl)cc2)C1=O (stereo unspecified) | 1% | -2.1 | 50 | 14% | -2% | -12% | i | -10% | 1% | -0.1%
CCn1cc(C2=NOC(C(=O)Nc3cccc(C(C)=O)c3)C2)c(C)n1 (stereo unspecified) | 2% | 0.2 | 61 | 10% | 2% | 8% | i | -9% | -5% | -0.1%
Cn1c(=O)c(/C=C/c2ccc(F)cc2)nc2ccccc21 | 4% | . | . | 3% | 0% | 7% | i | 36% | -16% | -0.1%
Cc1ccc(NC2c3ncccc3C(=O)N2Cc2cccs2)cc1C (stereo unspecified) | 11% | -1.5 | 92 | -20% | 2% | -3% | i | -3% | -13% | -0.1%
O=C(NCCc1ccc(Cl)cc1)C1CCCN(S(=O)(=O)N2CCCCCC2)C1 (stereo unspecified) | 3% | 1.8 | 63 | 10% | 15% | 4% | . | 16% | -2% | -0.1%
CC1(C)CC(NC(=O)c2ccccc2C(=O)NC2CC(C)(C)NC(C)(C)C2)CC(C)(C)N1 | 4% | 3.0 | 71 | 9% | 22% | -8% | i | 32% | -7% | -0.3%
Cc1c(C(=O)Nc2ccc3c(c2)OCCO3)sc2nc(-c3ccccc3)cn12 | 9% | 31 | 51 | 0% | -1% | -14% | i | 16% | -1% | 0.1%
COc1cccc(NC(=O)CSc2nc3ccccc3c(=O)n2C)c1 | 14% | 1.8 | 52 | 4% | 7% | 16% | . | 6% | -3% | -0.2%
Cc1noc(C)c1S(=O)(=O)N(CC(=O)N1CCCCCC1)c1ccc(C(C)C)cc1 | 1% | -2.3 | 66 | 9% | 3% | -19% | i | -2% | 0% | -0.1%
COC(=O)NC(NS(=O)(=O)c1ccccc1)(C(=O)OC)C(F)(F)F (stereo unspecified) | 6% | 0.1 | 42 | 10% | 7% | 18% | i | 1% | 5% | -0.1%
O=C(COC(=O)Cn1cnc2ccccc2c1=O)NCc1ccccc1Cl | 5% | -0.2 | 35 | 15% | -4% | -5% | i | 3% | 3% | 0.2%
COc1ccc(OC)c(NC(=O)C2CCCCC2)c1 | 13% | -2.0 | 78 | 1% | 10% | 3% | i | -10% | -2% | 0.3%
Cn1ncc(Cl)c1C(=O)N1CCN(c2ccc(Cl)c(Cl)c2)CC1 | 6% | 1.7 | 62 | 9% | -2% | 0% | . | -7% | 1% | -0.1%
CC1=C(C(=O)OCc2ccccc2)C(c2ccc(-c3ccccc3)cc2)NC(=O)N1CCCCCC(=O)O (stereo unspecified) | 9% | -3.2 | 83 | -2% | 25% | -10% | i | 14% | 3% | 0.2%
Cc1cccc(NC(=O)c2ccc(NC(=O)CC3SC(N4CCCC4)=NC3=O)cc2)n1 (stereo unspecified) | 3% | 0.0 | 67 | . | 13% | . | . | . | 1% | .
COc1ccc(-c2oc3ncnc(NCCN4CCOCC4)c3c2-c2ccc(OC)cc2)cc1 | 11% | -0.8 | 75 | 6% | 1% | -5% | i | 3% | -8% | 0.2%
C/C=C/C(=O)OCC(=O)Nc1ccc(SC(F)F)cc1 | 7% | 0.3 | 58 | -11% | 9% | -2% | i | -5% | -8% | -0.2%
Cc1ccc(C)c(C(C)NC(=O)c2ccccc2Br)c1 (stereo unspecified) | 6% | 1.0 | 63 | 4% | 4% | 4% | i | 10% | -1% | 0.3%
CCn1nc(C)c(Br)c1-c1nc(CS(=O)(=O)c2ccc(F)cc2)no1 | -9% | 0.4 | 49 | 2% | 6% | -16% | i | 3% | 8% | -0.2%
O=C(Nc1ncccc1O)c1ccc(Cl)c(S(=O)(=O)N2CCCCCC2)c1 | 11% | 0.1 | 59 | . | 2% | . | . | . | -4% | .
Cc1cc(C)n(-c2cc(N3CCN(C(=O)c4cccc(Br)c4)CC3)ccc2[N+](=O)[O-])n1 | 8% | 3.4 | 62 | 1% | 9% | 8% | i | -13% | 0% | -0.1%
CC(C)CC(=O)Nc1cc(NC(=O)CC(C)C)cc(C(=O)NC(C)(C)C)c1 | 7% | -0.3 | 45 | 1% | 11% | -10% | i | 8% | 3% | 0.2%
Fc1ccc(CCN2CCN=C2Nc2ccccc2)cc1 | 5% | -4.8 | 88 | . | 7% | . | . | . | 10% | .
CCn1c(-c2ccsc2)nc2c1c(=O)[nH]c(=O)n2Cc1ccccc1 | 8% | 2.2 | 74 | 0% | 20% | 7% | i | -6% | 3% | 0.0%
COc1cc(OC)c(-c2nc(-c3ccncc3)no2)cc1OC | 13% | -0.1 | 56 | -4% | 11% | 3% | . | -5% | -14% | 0.2%
COC(=O)c1ccc[n+](CCc2c[nH]c3ccccc23)c1 | 0% | -0.6 | 70 | . | 4% | . | i | . | 4% | .
Cc1ccc(C(=O)NNC(=O)C2CCN(Cc3ccccc3)CC2)cc1 | 10% | 0.8 | 55 | -14% | -10% | -3% | i | 14% | 0% | -0.1%
CCOc1ccc(CNS(=O)(=O)c2c(C)nc3scc(C)n3c2=O)cc1OC | 5% | -1.4 | 44 | 3% | 14% | -5% | . | 5% | -4% | -0.2%
C/C(=N\NC(=O)c1nonc1N)c1cccs1 | 8% | -0.1 | 58 | 15% | 11% | 9% | i | 3% | -3% | -0.2%
N/C(=N\OC(=O)COc1ccc([N+](=O)[O-])cc1)c1ccncc1 | 0% | 0.4 | 57 | -4% | -5% | -5% | i | -6% | -4% | -0.2%
O=C(COC(=O)CCc1ccccc1)NC12CC3CC(CC(C3)C1)C2 | -1% | -0.6 | 56 | 3% | 15% | 2% | i | -5% | -2% | -0.1%
Cc1onc(-c2ccccc2)c1C(=O)Nc1cccc(C#N)c1 | -4% | 0.1 | 72 | -1% | 7% | 1% | i | 12% | -6% | -0.3%
COc1ccc(C(=O)Nc2cccc(C(C)=O)c2)cc1OC | 0% | 0.3 | 60 | -12% | 5% | -10% | i | -3% | -1% | 0.2%
COC(=O)c1ccccc1Nc1cc(C)nc2nc(C)nn12 | 2% | 5.8 | 46 | 7% | 8% | -8% | . | 1% | -1% | -0.2%
CCOC(=O)C1(Cc2ccccc2C)CCCN(S(=O)(=O)c2cccnc2)C1 (stereo unspecified) | 3% | 0.1 | 38 | 6% | -1% | -9% | i | 18% | -10% | -0.3%
COc1ccc(CCNC(=O)c2ccc(CS(=O)(=O)c3ccc(C)cc3)o2)cc1OC | 5% | -1.7 | 84 | 5% | 10% | -11% | i | -2% | -5% | -0.1%
CCc1cccc(NC(=O)Nc2cccs2)c1 | 17% | -1.5 | 47 | 4% | 8% | 3% | i | -3% | -15% | 0.1%
COc1ccc(-n2cccc2/C=C2\C(=N)N3N=C(c4ccco4)SC3=NC2=O)cc1 | 13% | 2.5 | 63 | 7% | -1% | 5% | i | 14µM* | ? | -0.1%

Quoted at random: two entries already listed, in no set order.
SMILES | Rac1 GTP hydrolysis | NTR1 ag | NTR1 ag cell count 20 µM | GPR55 LPI antagonism | SV40 large T antigen | GPR35 arrestin U2OS | Yfh1-depleted yeast | AID2073 | Dengue-2 NS5 capping | GPR55 beta-arrestin | others
Cc1ccc(NC2c3ncccc3C(=O)N2Cc2cccs2)cc1C (stereo unspecified) | 11% | -1.5 | 92 | -20% | 2% | -3% | i | -3% | -13% | -0.1%
CCn1c(-c2ccsc2)nc2c1c(=O)[nH]c(=O)n2Cc1ccccc1 | 8% | 2.2 | 74 | 0% | 20% | 7% | i | -6% | 3% | 0.0%
